RmlCD inh mix = RmlC/RmlD inhibition, mixture screen | RmlC/RmlD coupled enzyme inhibition, 384-well mixture HTS | inhibition, % at 5.5 µM | actives 0.39% (n = 110,000); in the data active means inhibition above about 30%, passing the limit was not always enough; inconclusive means no clear call, values can overlap the other calls; further: strong numbers were not always called active
RT RNaseH block = blocks HIV-1 RNase H cleavage of RNA/DNA duplex; inhibition, % at 10 µM; AID 565; actives 1.9% (n = 65,000); RT-RNase H RNA/DNA duplex cleavage, fluorescence; P04585; in the data active means inhibition above about 50%
* = called active by the depositor; ? = inconclusive; / = no result given; & = joins results of further samples. A portion of the library (hit frequency here may not be typical).

SMILES | RmlCD inh mix | RT RNaseH block
COc1ccc(N2C(=O)CCC(C(=O)NCc3ccccn3)C2c2ccc(F)cc2)cc1 (centres undefined) | -7 | /
CCNC(=S)NCc1ccc2[nH]c(C)cc2c1 | 9 | /
O=C1CN=C(Nc2cccc(C(F)(F)F)c2)N1C1CCCC1 | -12 | -7
Cc1nonc1NC(=O)CSc1nnc(-c2ccoc2C)n1CC(C)C | 3 | -9
COc1cccc(-c2nn(C)c3sc(C(=O)NCc4ccc(C)o4)cc23)c1 | 12 | -19
O=C(O)c1ccc2[nH]c3c(c2c1)CSCC3 | 1 | 66*
Cc1cccc(NC(=O)CCSc2nc(C)cc(C)n2)c1 | 1 | /
CCOC(=O)c1cccc(NC(=O)c2cnc3ccccc3n2)c1 | 9 | 6
N#Cc1cc2c(nc1SCC(=O)Nc1sc3c(c1C#N)CCC3)CCCC2 | 4 | /
Cc1cc(C(=O)Nc2ccc3c(c2)OCCO3)co1 | -2 | -2
c1ccc(-c2ccc(OCCOCCn3cncn3)cc2)cc1 | 8 | -7
O=C(NCCN1CCOCC1)c1cn(CCc2ccccc2)nn1 | 1 | -10
CCn1cc(C(=O)OCC(=O)OC2CC(C)CCC2C(C)C)c(=O)c2ccc(C)nc21 (centres undefined) | 6 | -1
Cc1ccc(NS(=O)(=O)c2cccc(C(=O)O)c2)c(C)c1 | -12 | -19
CC(=O)c1ccc(N2CCN(C(=O)c3cc(C)on3)CC2)cc1 | -2 | -3
O=C(NCc1ccncc1)c1ccc(Cn2cc(C(F)(F)F)ccc2=O)cc1 | -81 | /
Cc1noc(NC(=O)c2ccccc2Cl)c1C#N | 0 | /
CS(=O)(=O)N1CCC(C(=O)Nc2ccc(Cl)c(C(F)(F)F)c2)CC1 | -9 | -21
COc1ccc2[nH]c(-c3cccc(F)c3)cc(=O)c2c1 | 7 | /
O=c1c(-c2ccccc2)nc(-c2ccccc2)cn1O | 0 | /
O=C(CCN1CCN(c2ccc(Cl)cc2)CC1)Nc1ccccc1F | 13 | -8
Cc1cccc(-n2nnc(C(=O)NCc3ccc4c(c3)OCO4)c2N)c1 | -4 | 2
O=C(CSc1ccc(-c2ccc(F)cc2)nn1)N1CCCCC1 | 3 | -4
Cc1cc(NC(=O)Cn2nc(C(F)(F)F)c3c2CCCC3)no1 | 6 | -5
COc1ccccc1NC(=O)C(O)C(O)C(=O)Nc1ccccc1OC (centres undefined) | 12 | -1

Structural class, the entries above containing a halogen (nine)
SMILES | RmlCD inh mix | RT RNaseH block
COc1ccc(N2C(=O)CCC(C(=O)NCc3ccccn3)C2c2ccc(F)cc2)cc1 (centres undefined) | -7 | /
O=C1CN=C(Nc2cccc(C(F)(F)F)c2)N1C1CCCC1 | -12 | -7
O=C(NCc1ccncc1)c1ccc(Cn2cc(C(F)(F)F)ccc2=O)cc1 | -81 | /
Cc1noc(NC(=O)c2ccccc2Cl)c1C#N | 0 | /
CS(=O)(=O)N1CCC(C(=O)Nc2ccc(Cl)c(C(F)(F)F)c2)CC1 | -9 | -21
COc1ccc2[nH]c(-c3cccc(F)c3)cc(=O)c2c1 | 7 | /
O=C(CCN1CCN(c2ccc(Cl)cc2)CC1)Nc1ccccc1F | 13 | -8
O=C(CSc1ccc(-c2ccc(F)cc2)nn1)N1CCCCC1 | 3 | -4
Cc1cc(NC(=O)Cn2nc(C(F)(F)F)c3c2CCCC3)no1 | 6 | -5

Next section:
SMILES | RmlCD inh mix | RT RNaseH block
Cc1cc2ccccc2c(=O)n1CC(=O)NCC(=O)N1CCN(c2ccccc2F)CC1 | 0 | -6
O=C1c2ccccc2S(=O)(=O)c2cc(C(=O)N3CCN(c4ccc(Cl)cn4)CC3)ccc21 | 7 | /
O=C(CCNS(=O)(=O)c1cccs1)NCc1ccco1 | ? | 3
c1ccc(-c2noc(-c3ccc4ccccc4c3)n2)cc1 | -2 | 0
O=C(CSc1nnc(CNc2ccc(F)cc2)o1)OC1CCCCC1 | -3 | /
Cc1cc(N2CCN(c3ccccc3)CC2)n2c(n1)nc1ccccc12 | 7 | -11
NC(=O)CC(NC(=O)Cc1cccc2ccccc12)c1ccc(N2CCN(c3ccc(F)cc3)CC2)c([N+](=O)[O-])c1 (centres undefined) | -5 | /
COC(=O)[C@@]1(Cc2ccc(OC)cc2)[C@H]2c3cc(C(=O)N4CCCC4)n(Cc4ccc(OC)c(OC)c4)c3C[C@H]2CN1C(=O)c1ccccc1 | 6 | /
CCCCn1c(O)c(C(C)=Nc2c(C)n(C)n(-c3ccccc3)c2=O)c(=O)[nH]c1=O | 4 | -3
CCOC(=O)Cc1cn2c(=O)cc(CSCC(=O)Nc3ccc(C)c(C)c3)nc2s1 | -14 | 12
COC(=O)c1ccccc1NC(=O)CSc1nnc(-c2ccc(C)cc2)o1 | -3 | /
CCCc1ncc(C(O)c2ccc(OC)cc2)n1C (centres undefined) | 3 | -7
COCC(=O)NC1CCN(C(=O)NCc2ccccc2)CC1 | 5 | -5
CCC(=O)N1CCc2cc(S(=O)(=O)NCCC(=O)Nc3ccccc3C)ccc21 | -10 | -6
CCOC(=O)c1cc(-c2ccc(C#N)cc2)nc2c1c(C)nn2CCC#N | 7 | /
Nc1ccncc1 | 3 | /
O=C(NCCc1ccccc1)C1CCN(S(=O)(=O)c2cccnc2)CC1 | 5 | -11
COc1cc(C(=O)NS(=O)(=O)c2ccccc2C)ccc1Cc1cn(C)c2ccc(NC(=O)OC3CCCC3)cc12 | -16 | /
COc1ccc(CN2C(=O)CC(=O)NC2=O)cc1 | 6 | 11
CCC(=O)c1c[nH]c(C(=O)NCc2ccco2)c1 | 5 | /
Cc1c(C(=O)N2CCCC2)oc2c1-c1[nH]ncc1CC2 | -10 | -32
CC(C)COc1ccc(CSCCNC(=S)Nc2ccccc2)cc1 | -3 | /
CC(C)(C#CCN1CCCC1)OCCC#N | 10 | -1
COc1ccc(Br)cc1CN1CCN(CCO)CC1 | -23 | -16
O=C(NCc1ccccc1)c1ccc(CN(c2ccccn2)S(=O)(=O)c2ccccc2)cc1 | -7 | /
The list continues.
SMILES | RmlCD inh mix | RT RNaseH block
COC(=O)[C@@]1(Cc2ccc(OC)cc2)[C@H]2c3cc(C(=O)N4CCCC4)n(CCc4c[nH]c5ccc(O)cc45)c3C[C@H]2CN1C(=O)c1ccccc1 | -4 | /
COc1ccc(CNC(=O)c2cc(-c3cccs3)on2)cc1 | -4 | -2
CCN(CC)S(=O)(=O)c1ccc(NC(=O)Nc2cccc(C(F)(F)F)c2)cc1 | -4 | /
Nc1cccc2c1C(=O)N(c1ccccc1)C2=O | 2 | -4
COc1ccccc1C1C2=C(COC2=O)Nc2cc3c(cc21)OCO3 (centres undefined) | -6 | /
COc1ccc2c(c1OC)CN(C)CCc1cc3c(cc1C(O)C2)OCO3 (centres undefined) | 6 | -11
CN(C[C@H](c1ccccc1)N(C[C@H](Cc1ccccc1)N(CCc1ccccc1)N=O)N=O)N=O | 14 | /
CCOC(=O)C1=C(C)NC(C)=C(C(=O)OC)C1c1cccc([N+](=O)[O-])c1 (centres undefined) | 4 | -26
COc1ccc2nc(NCCCO)[nH]c2c1 | 9 | /
COC(=O)c1cc(OC)c(OC)cc1NC(=O)C1CCCO1 (centres undefined) | -153 | -6
O=C(Nc1cccc(F)c1)C1CCN(C(=O)c2ccc(Br)cc2)CC1 | 5 | /
CCOc1ccc(CC2C(=O)NC(=O)N(c3ccc(CC)cc3)C2=O)cc1 (centres undefined) | 1 | /
CCCNC(=O)C1(CC2CC(c3ccccc3)=NO2)CCN(C(=O)c2cc(OCC)c(OCC)c(OCC)c2)CC1 (centres undefined) | -2 | /
O=C(Nc1ccc2c(c1)CCC2)C1CCCO1 (centres undefined) | 5 | -4
Cn1nc(-c2ccccc2)c(CSc2cccc(Cl)c2)c1Cl | 6 | /
COc1cc(S(=O)(=O)N2CCOCC2)ccc1NC(=O)COC(=O)CC12CC3CC(CC(C3)C1)C2 | -2 | /
Cc1ccc(S(=O)(=O)N2C(=O)CCC2C(=O)N2CCN(C)CC2)cc1 (centres undefined) | 5 | -8
Cc1ccc(S(=O)(=O)N(C)c2nonc2C)cc1 | 3 | -31
Cc1cc(C)cc(Nc2ncc3c(n2)CC(c2ccco2)CC3=O)c1 (centres undefined) | -14 | -11
Cc1nnc(SCC(=O)Nc2ccccc2NC(=O)CSc2nnc(C)s2)s1 | 3 | 1
COCCn1c(SCC(=O)c2cccc(OC)c2)nnc1-c1ccco1 | -21 | -5
COc1ccccc1Nc1nc(-c2cccs2)cs1 | 6 | 6
C=CCNC(=O)C1CC(=O)N(c2ccc(OCC(=O)Nc3cccc(OC)c3)cc2)C1 (centres undefined) | -23 | -8
CCc1ccc(NCCC(=O)c2ccc(Cl)cc2)cc1 | -6 | /
CCOC(=O)c1ccc(N2C(=O)CC(N3CCC(C(N)=O)(N4CCCCC4)CC3)C2=O)cc1 (centres undefined) | 9 | /

Laid out differently: results already given
| structure | RmlCD inh mix | RT RNaseH block |
| --- | --- | --- |
| O=C(Nc1ccc2c(c1)CCC2)C1CCCO1 (centres undefined) | 5 | -4 |
| Cn1nc(-c2ccccc2)c(CSc2cccc(Cl)c2)c1Cl | 6 | / |
| COc1cc(S(=O)(=O)N2CCOCC2)ccc1NC(=O)COC(=O)CC12CC3CC(CC(C3)C1)C2 | -2 | / |
| Cc1ccc(S(=O)(=O)N2C(=O)CCC2C(=O)N2CCN(C)CC2)cc1 (centres undefined) | 5 | -8 |

Remaining list, next part
SMILES | RmlCD inh mix | RT RNaseH block
O=S(=O)(NCCNS(=O)(=O)c1ccc(F)cc1)c1ccc(F)cc1 | -1 | /
O=C(Nc1ccc(S(=O)(=O)N2CCOCC2)cc1)c1ccc(Cl)s1 | -7 | -6
c1ccc2c(c1)OCC(c1nn3cnnc3s1)O2 (centres undefined) | 5 | -4
CCN(CCCNC(=O)CNC(=O)Cn1cnc2ccccc2c1=O)c1ccccc1 | 8 | -13
O=C(COC(=O)c1cccnc1Nc1ccccc1F)NCCN1C(=O)CSC1=O | 7 | /
CCS(=O)(=O)Nc1ccc(C(=O)c2ccccc2)cc1 | 2 | /
CCN1C(=O)/C(=C2/Sc3ccc(OC)cc3N2C)SC1=Nc1cccc(O)c1 | 0 | 51*
c1ccc(C(c2nnnn2Cc2cccs2)N2CCN(C3CCCC3)CC2)cc1 (centres undefined) | -9 | -1
O=C(Cc1ccccc1)N/N=C/c1ccc(OC(=O)/C=C\c2ccco2)cc1 | -11 | /
O=C(CN1CCCCC1)N1c2ccccc2Oc2ccccc21 | -19 | /
CCC(=O)Nc1nc2ccc3nc(C)sc3c2s1 | 10 | -31
CC(C)C1S/C(=N/N=C/c2ccco2)NC1=O (centres undefined) | -7 | /
CNCCCNCc1ccc(SC)cc1 | 7 | /
Cc1ccc(C(=O)N/N=C\c2ccc[nH]2)cn1 | 7 | /
Cc1c(/C=N/NC(=O)c2ccc3c(c2)OCO3)cnn1C | 4 | /
Cc1ccc(NC(=O)N2CCC(C(=O)NCc3ccc(F)cc3)CC2)cc1 | -10 | 1
COCC(=O)Nc1cccc2ccccc12 | 4 | -4
O=C(O)c1cccc(C(=O)Cc2ccccc2)c1 | 13 | -8
CC1(OC(=O)C2CCCC2)C(=O)C=C2C=C(c3ccsc3)OC=C2C1=O (centres undefined) | 5 | /
COc1ccccc1CNC(=O)C1CC(c2c(Cl)cccc2Cl)=NO1 (centres undefined) | -7 | /
CCN(CC)CCNC(=O)C12CC3CC(CC(C3)C1)C2 | -7 | /
COc1ccc([C@@H]2[C@H]3C(=O)N(c4cccc(C(F)(F)F)c4)C(=O)[C@H]3ON2C)cc1 | -8 | /
COc1ccc(/C(O)=C2/C(=O)C(=O)N(CCN3CCOCC3)C2c2ccccn2)cc1OC (centres undefined) | 9 | -4
CCN(CC(=O)Nc1ccc2c(c1)OCO2)Cc1nc2ccccc2c(=O)[nH]1 | -91 | 4
COc1ccc(Sc2cc(C(F)(F)F)nc(-c3ccccn3)n2)cc1 | 13 | /
More structures:
SMILES | RmlCD inh mix | RT RNaseH block
COc1ccccc1N1CCN(Cc2cccs2)CC1 | 2 | /
CCc1c(C(=O)N2CCN(c3ccccc3F)CC2)[nH]c(C)c1C(C)=O | -2 | /
COc1cc(OC)cc(C(=O)Nc2c(F)cccc2F)c1 | -5 | /
C=CCc1cccc(CNc2c(C)n(C)n(-c3ccccc3)c2=O)c1O | -16 | 9
Cc1ccc(CNC(=O)CCNC(=O)c2ccco2)cc1 | -11 | /
Cc1ccc(N(CC(=O)Nc2ccc(C)cc2C)S(=O)(=O)N2CCCC2)cc1 | 15 | /
Cc1ccccc1Nc1nnc(SCc2cc(=O)n3ccsc3n2)s1 | 15 | /
COc1ccc(C(=O)CSc2n[nH]c(N)n2)cc1 | 0 | /
CCCCc1ccc(NC(=S)NCc2cccs2)cc1 | -86 | /
CC(=N\O)/C(CN(C)C)=N/O | -15 | 1
CCc1c(O)nc(N2CCN(Cc3ccccc3)CC2)[nH]c1=O | -29 | 2
Cn1c(Oc2ccc(Cl)cc2)c(C=O)c2ccccc21 | 8 | /
CC(=O)Oc1ccccc1/C=C1\CCOC1=O | 8 | /
O=C(NCc1ccco1)/C(=C/c1cccnc1)NC(=O)c1ccco1 | 15 | /
O=C(Cn1c(=O)oc2cc(S(=O)(=O)NCc3ccccc3)ccc21)NCc1ccco1 | -4 | -8
O=C(CC1C(=O)NCCN1C(=S)Nc1ccccc1)Nc1ccc2c(c1)OCCO2 (centres undefined) | -12 | /
C[C@]12CC[C@@H]3c4ccc(OS(=O)(=O)O)cc4CC[C@H]3[C@@H]1CCC2=O | -15&-8 | -8
COc1cc(OC)c(CN2CCCCCCC2)cc1Br | 1 | /
CCCC(c1nnnn1Cc1ccco1)N1CCN(c2cc(Cl)ccc2C)CC1 (centres undefined) | -8 | 12
c1c2c(cc3sc(N4CCOCC4)nc13)OCCO2 | 2 | -8
CC(=O)C1=C(O)C(=O)N(CCCn2ccnc2)C1c1ccc(C)cc1 (centres undefined) | -10 | /
O=C(CCCn1c(=S)[nH]c2ccc(Br)cc2c1=O)NCC1CCCO1 (centres undefined) | -4 | /
C=CCNCc1cccn1-c1ccccc1 | 6 | 0
CCOc1ccc(NC(=O)CN2CC(c3ccccc3)CC2=O)cc1 (centres undefined) | 5 | /

Screens deposited in PubChem by several laboratories.
